D1 PAM: human D1 dopamine receptor positive modulation. P21728. HEK293 TREx D1 cells, calcium flux, dopamine EC20 potentiation. potentiation, % at 10 µM. actives 0.036% (n = 360,000); in the data active = potentiation above about 30%; note: 0% is about no effect
Target sequence (P21728 whole entry, looked up): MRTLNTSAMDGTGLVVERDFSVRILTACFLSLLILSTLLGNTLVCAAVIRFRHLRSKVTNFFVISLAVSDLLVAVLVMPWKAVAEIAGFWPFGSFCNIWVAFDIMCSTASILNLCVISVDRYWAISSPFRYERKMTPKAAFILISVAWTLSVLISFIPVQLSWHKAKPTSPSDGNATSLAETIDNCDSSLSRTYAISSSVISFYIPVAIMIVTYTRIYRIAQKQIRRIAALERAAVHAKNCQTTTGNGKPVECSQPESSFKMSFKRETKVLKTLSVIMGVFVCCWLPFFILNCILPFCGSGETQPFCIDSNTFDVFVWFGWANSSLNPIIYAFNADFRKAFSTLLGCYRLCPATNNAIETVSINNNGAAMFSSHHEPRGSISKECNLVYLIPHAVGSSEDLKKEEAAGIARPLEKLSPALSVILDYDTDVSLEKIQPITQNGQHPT
D2 potentiator: D2 dopamine receptor (human) potentiation; P14416; HEK293 T-REx D2, calcium flux, EC20 dopamine potentiation; potentiation, % at 10 µM; actives 0.34% (n = 340,000); AID 485347;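 active = potentiation over 3 SD above the plate norm, cut at about 30% in these data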; note: 0% is about no effect
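Calcium flux readout, no-wash dye, 1 read/s. Inducible HEK293 Trex D2 line, overnight 30 C. Compound alone 180 s (agonist flags), then EC20 dopamine, another 180 s to score potentiation.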
Vif-APOBEC3G blk: blocks the Vif interaction with human APOBEC3G | HeLa A3G-eYFP + Vif (tagged APOBEC3G with the HIV-1 protein that degrades it), YFP fluorescence, overnight | AID 602310 | actives 0.076% (n = 410,000) | Potency, µM (series often up to 46.1 µM), for inactives: top-dose activity, negative = active, usual class: inhibitors;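 note: potency is the fitted concentration of half-maximal effect; % is set by controls: 0 for no effect and ±100 for the full control effect; nearly all actives have a fitted effect of over 60% in size; hits raise eYFP signal because A3G escapes Vif-driven loss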
Target sequence (Q9HC16 whole entry, looked up): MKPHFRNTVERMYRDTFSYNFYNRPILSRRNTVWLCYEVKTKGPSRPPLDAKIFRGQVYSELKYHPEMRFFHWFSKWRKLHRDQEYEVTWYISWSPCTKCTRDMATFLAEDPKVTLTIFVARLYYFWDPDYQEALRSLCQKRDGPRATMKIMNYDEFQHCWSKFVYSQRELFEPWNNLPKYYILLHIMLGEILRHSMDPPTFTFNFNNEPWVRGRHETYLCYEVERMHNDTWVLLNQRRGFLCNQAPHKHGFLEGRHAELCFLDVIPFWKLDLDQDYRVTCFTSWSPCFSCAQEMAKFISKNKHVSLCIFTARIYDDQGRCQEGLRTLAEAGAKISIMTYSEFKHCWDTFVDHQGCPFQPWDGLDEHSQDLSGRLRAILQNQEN
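HeLa cells stably expressing Vif and C-terminally eYFP-tagged A3G, seeded overnight at 37 deg C, then exposed to compound by pintool overnight at 37 deg C. Rise in yellow fluorescence (Ex 488/Em 500-530, Acumen) marks blocked Vif-driven A3G degradation.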
RXFP1 ag: agonists of human relaxin receptor RXFP1. Q9HBX9. Potency, µM (series often up to 57.5 µM), for the others: at the top dose activation, most hits filed as activators. actives 0.3% (n = 370,000). HEK293T-RXFP1 cAMP TR-FRET, 30 min; response scale: percent of porcine relaxin response, buffer zero; note: potency is the fitted concentration of half-maximal effect; % is set by controls: 0 for no effect and ±100 for the full control effect; nearly all actives have a fitted effect of over 60% in size; many of its hits are not listed in these tables
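Agonist response is measured as cAMP accumulation in an RXFP1-transfected HEK293T line under PDE4 inhibition. Values are scaled between buffer-only and 29 nM porcine relaxin, and EC50s come from standard Hill equation fits.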
GRP78 ERSR act: ER stress response induction in glioma; U87-MG GRP78 promoter luciferase reporter, 16 h; actives 0.02% (n = 420,000); Potency, µM, for the others: top-dose activation, actives largely listed as activators; note: potency is the fitted concentration of half-maximal effect; series mostly up to about 76 µM; % of control where 0% means no effect; nearly all actives have a fitted effect of over 35% in size
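Stably transfected U87-MG human glioma cells carrying a GRP78-based luminescent sensor were seeded at 1000 cells/well, pin-dosed with compounds and incubated 16 h. Luciferase reagent was then added, and end-point luminescence was read after 10 min at room temperature.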
D1 antagonist: human D1 dopamine receptor antagonism | HEK293 TREx D1 cells, calcium flux, dopamine EC80; stronger effect = lower value | P21728 | activity change, negative = inhibition, % at 10 µM | actives 3.2% (n = 360,000); in the data active = activity change below about -30%; note: % is set by controls: 0 for no effect and ±100 for the full control effect
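Inducible Hek293 Trex D1 cells (tetracycline, overnight, 30 C). Calcium dye 30–90 min RT. Antagonist mode: EC80 dopamine added after 180 s compound read.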
LDHA block: LDHA (human) enzyme inhibition; activity change, % (values are at about 110 or 230 µM); actives 0.15% (n = 480,000); P00338; purified LDHA, NADH/diaphorase-resazurin fluorescence; stronger effect = lower value; in the data active = activity change below about -30%; inconclusive = mostly about -25% to -30%;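 note: plate controls were DMSO wells for no effect and wells without enzyme for full effect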
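LDH5 2 nM; NADH 0.06 mM, pyruvate 0.2 mM; 200 mM Tris pH 7.4, EDTA, Tween-20; 5 min RT. Detection: diaphorase 0.133 mg/mL + resazurin 37 µM, fluorescence ex540/em590 at 0 and 20 min; normalized to enzyme-free and DMSO wells.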
Vif-A3F inh: Vif-A3F binding inhibition; AID 602313; HeLa A3F-eYFP + Vif (tagged APOBEC3F with the HIV-1 protein that degrades it), YFP fluorescence increase; Potency, µM (top dose mostly 46.1 µM), inactives show at the top dose activity, negative = active; actives 0.2% (n = 390,000); note: potency is the fitted concentration of half-maximal effect; % of control where 0% means no effect; nearly all actives have a fitted effect of over 65% in size
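Fluorescence increase (Ex 488/Em 500-530) after overnight compound treatment at 37 deg C flags inhibition of Vif-driven A3F-eYFP loss in stable HeLa A3F-eYFP/Vif cells seeded overnight beforehand.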
D1 ag: human D1 receptor agonism; P21728; HEK293 T-REx D1 cells, calcium flux, agonist mode; activation, % at 2 µM; actives 1% (n = 360,000); AID 504660; in the data active = activation above about 30%; note: 0% is about no effect
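Inducible HEK293 T-REx D1 cells, force-coupled to calcium signalling, were plated at 4000 cells/well with tetracycline and held overnight at 30 C. After no-wash calcium dye loading, compound-evoked calcium rise over 180 s flagged agonists.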
* marks the source's active call; other numbers are inactive results; ? = inconclusive; nt = no result given; & = joins results of further samples. Unless noted, calls come from the whole dose curve; as a rule, active = well fitted curve in the direction sought with a large enough effect; inconclusive = small, poorly fitted or top-dose-only effect, or another doubt; inactive = no such curve, though single readings can be large; an effect the other way counts as inactive or inconclusive. A portion of the library (hit frequency here may not be typical).

cpd | SMILES | D1 PAM | D2 potentiator | Vif-APOBEC3G blk | RXFP1 ag | GRP78 ERSR act
1 | Cc1ccc2[nH]c3c(N4CCN(Cc5ccc6c(c5)OCO6)CC4)ncnc3c2c1 | -6 | -13 | nt | 1.0% | nt
2 | COCOc1ccc(-c2oc3c(C/C=C(\C)CCC=C(C)C)ccc(O)c3c(=O)c2OCOC)c(OCOC)c1 | nt | nt | 2% | nt | 0%
3 | Cc1ccccc1NS(=O)(=O)c1c(C(=O)N2CCCCCC2)c(C)n(C)c1C | -2 | -1 | 3% | 1.6% | -2%
4 | COc1ccc(/C=C/C(=O)NC(=S)Nc2cc3oc4ccccc4c3cc2OC)cc1 | 7 | -5 | -7% | 8.2% | 0%
5 | CCOc1ccc(NC(=O)Nc2nc(SCC)ns2)cc1 | -6 | -4 | 1% | -0.8% | -2%
6 | COc1ccc(S(=O)(=O)Cc2ccc(C(=O)NCc3ccccc3)o2)cc1 | 0 | -4 | 1% | 2.2% | -2%
7 | CCOc1ccc(NS(=O)(=O)c2ccc3[nH]c(=O)cc(C(=O)O)c3c2)cc1 | -5 | nt | -6% | 2.6% | -4%
8 | Cc1cccc(NC(=O)Cn2c(=O)n(CCC(=O)NC3CCCC3)c(=O)c3ccccc32)c1 | -1 | 10 | 4% | 2.0% | -2%
9 | CC(C)CCn1c(S(=O)(=O)O)nc2ccccc21 | 0 | 6 | -4% | -1.2% | -3%
10 | COc1cc(NC(=O)CSCC(=O)Nc2cc(OC)cc(OC)c2)cc(OC)c1 | -4 | 0 | 2% | -2.1% | -2%
11 | O=C1c2c(O)cccc2Cc2cccc(O)c21 | 2 | 3 | 1% | 0.4% | -6%&-6%&-4%
12 | Cn1c(CNc2nc(-c3ccccc3)cs2)nnc1SCC(=O)c1ccccc1 | 1 | -10 | 1% | 2.1% | -3%

cpd | D1 antagonist | LDHA block | Vif-A3F inh | D1 ag
1 | -2 | nt | nt | 2
2 | nt | -5 | -2% | nt
3 | 34 | -1 | 0% | 4
4 | -8 | -3 | -1% | 1
5 | -41* | 0 | 6% | 27
6 | -1 | -2 | -15% | 4
7 | 10 | -5 | 0% | 1
8 | 13 | -9 | -4% | 2
9 | -2 | -2 | 3% | 0
10 | 1 | 0 | 4% | 3
11 | 9 | 1 | 0% | 2
12 | -24 | -5 | 8% | 2

(list continues)
cpd | SMILES | D1 PAM | D2 potentiator | Vif-APOBEC3G blk | RXFP1 ag | GRP78 ERSR act
13 | Cc1ccc(S(=O)(=O)N(C)C)cc1-n1c(SCC(=O)Nc2ccc(F)cc2Cl)nc2ccccc2c1=O | 1 | 0 | -5% | -0.4% | 0%
14 | Cn1c(C2CC(=O)N(Cc3ccccc3)C2)nc2ccccc21 (stereo not drawn) | 3 | 2 | -1% | 0.5% | -2%
15 | O=C(CN1C(=O)CSc2ccc(S(=O)(=O)N3CCCCC3)cc21)NCc1cccnc1 | 0 | 7 | 11% | 0.4% | -5%
16 | COc1cc(/C=N/Nc2nc(=O)[nH]nc2C)cc([N+](=O)[O-])c1O | -1 | -5 | -2% | ? | 9%
17 | CC1(O)C(=O)c2ccccc2N(c2ccccc2)C1=O (stereo not drawn) | 1 | -3 | -1% | 0.1% | -2%
18 | O=C(Nn1cnnc1)c1ccc([N+](=O)[O-])cc1Cl | nt | nt | 3% | nt | -1%
19 | CC1=CC(C)C2(CO)COC(c3ccccc3O)C1C2C (stereo not drawn) | -2 | 8 | -1% | -1.6% | -1%
20 | CCN(CC)CCOc1cc2c(nn1)Oc1ccccc1N2C | -5 | -16 | 1% | 3.4% | 1%
21 | Cc1cc(NS(=O)(=O)c2ccc(NC(=O)/C=C/c3ccccc3Cl)cc2)no1 | -2 | 9 | -11% | 2.5% | 0%
22 | Brc1ccc2c(c1)C(c1cccnc1)=NNC(c1cccs1)=N2 | -8 | -1 | ? | 1.4% | ?
23 | CCN(CC)C(=O)c1sc2c(c1C)c(=O)n(Cc1ccccc1)c(=O)n2Cc1cc(C)ccc1C | -2 | nt | 0% | 1.7% | -5%
24 | O=C(CCc1ccccc1)Nc1ncc2c(n1)CCCC2=O | -1 | -4 | 1% | -0.5% | -5%

cpd | D1 antagonist | LDHA block | Vif-A3F inh | D1 ag
13 | 7 | -9 | -6% | 8
14 | -6 | -1 | -5% | -2
15 | -8 | -3 | -6% | 1
16 | -16 | -1 | 0% | 1
17 | 5 | -10 | 2% | 3
18 | nt | 0 | -4% | nt
19 | nt | -1 | nt | -1
20 | -18 | -2 | 1% | 2
21 | -21 | -5 | 1% | 6
22 | 1 | 2 | -26% | 1
23 | 5 | -2 | 1% | 4
24 | -8 | 2 | nt | 2

Following part
cpd | SMILES | D1 PAM | D2 potentiator | Vif-APOBEC3G blk | RXFP1 ag | GRP78 ERSR act
25 | Cc1ccc(S(=O)(=O)N2CCN(C(=O)CSc3n[nH]c(N)n3)CC2)c(C)c1 | nt | 5 | 2% | 0.7% | 0%
26 | CCOC(=O)Cc1csc(Nc2c(C)n(C)n(-c3ccccc3)c2=O)n1 | -3 | nt | 0% | 0.6% | -2%
27 | Nc1nonc1-n1nnc(C(=O)N/N=C/c2ccncc2)c1CSc1ccc(Cl)cc1 | -6 | -14 | -1% | -0.8% | 2%
28 | COc1cccc(CN2CCCC(CNC(=O)c3ccc(F)cc3)C2)c1OC (stereo not drawn) | -4 | 5 | 2% | -0.7% | -2%

cpd | D1 antagonist | LDHA block | Vif-A3F inh | D1 ag
25 | -18 | -6 | 0% | 3
26 | 5 | 3 | 3% | 1
27 | -28 | -3 | -8% | 5
28 | 1 | -2 | 6% | 1

Of the compounds above, five contain an aryl thioether with sulfur outside any ring:
cpd | SMILES | D1 PAM | D2 potentiator | Vif-APOBEC3G blk | RXFP1 ag | GRP78 ERSR act
5 | CCOc1ccc(NC(=O)Nc2nc(SCC)ns2)cc1 | -6 | -4 | 1% | -0.8% | -2%
12 | Cn1c(CNc2nc(-c3ccccc3)cs2)nnc1SCC(=O)c1ccccc1 | 1 | -10 | 1% | 2.1% | -3%
13 | Cc1ccc(S(=O)(=O)N(C)C)cc1-n1c(SCC(=O)Nc2ccc(F)cc2Cl)nc2ccccc2c1=O | 1 | 0 | -5% | -0.4% | 0%
25 | Cc1ccc(S(=O)(=O)N2CCN(C(=O)CSc3n[nH]c(N)n3)CC2)c(C)c1 | nt | 5 | 2% | 0.7% | 0%
27 | Nc1nonc1-n1nnc(C(=O)N/N=C/c2ccncc2)c1CSc1ccc(Cl)cc1 | -6 | -14 | -1% | -0.8% | 2%

cpd | D1 antagonist | LDHA block | Vif-A3F inh | D1 ag
5 | -41* | 0 | 6% | 27
12 | -24 | -5 | 8% | 2
13 | 7 | -9 | -6% | 8
25 | -18 | -6 | 0% | 3
27 | -28 | -3 | -8% | 5

Screening results as filed in PubChem BioAssay.
